# Source: PubChem (several laboratories)
# PTPN22 inh 2 = inhibitors of human LYP (PTPN22) phosphatase. recombinant LYP catalytic domain, DiFMUP fluorescence. inhibition, % at 2 µM. 0.21% of 96,000 active;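 active = inhibition at 2 µM at or above a set limit, the screen mean plus 3 SD, cut at about 24% in these data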;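 also: 0% = DMSO with enzyme and 100% = enzyme fully blocked by orthovanadate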
# PTK2B oligo ant = antagonists of human Pyk2 oligomerization. Q14289. Q293 cells, Pyk2 FERM NanoBiT luminescence; stronger effect = lower value. z-score (the deposit names both 25 µM and 10 µM). 0.83% of 99,000 active. AID 1347419;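 active = Z-score of -3 or lower, scaled per plate to the spread of control and sample wells; inactive = z-score above -3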;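 also: negative z-score means lost luminescence so less FERM oligomerization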
# Target sequence (Q14289 whole entry, looked up): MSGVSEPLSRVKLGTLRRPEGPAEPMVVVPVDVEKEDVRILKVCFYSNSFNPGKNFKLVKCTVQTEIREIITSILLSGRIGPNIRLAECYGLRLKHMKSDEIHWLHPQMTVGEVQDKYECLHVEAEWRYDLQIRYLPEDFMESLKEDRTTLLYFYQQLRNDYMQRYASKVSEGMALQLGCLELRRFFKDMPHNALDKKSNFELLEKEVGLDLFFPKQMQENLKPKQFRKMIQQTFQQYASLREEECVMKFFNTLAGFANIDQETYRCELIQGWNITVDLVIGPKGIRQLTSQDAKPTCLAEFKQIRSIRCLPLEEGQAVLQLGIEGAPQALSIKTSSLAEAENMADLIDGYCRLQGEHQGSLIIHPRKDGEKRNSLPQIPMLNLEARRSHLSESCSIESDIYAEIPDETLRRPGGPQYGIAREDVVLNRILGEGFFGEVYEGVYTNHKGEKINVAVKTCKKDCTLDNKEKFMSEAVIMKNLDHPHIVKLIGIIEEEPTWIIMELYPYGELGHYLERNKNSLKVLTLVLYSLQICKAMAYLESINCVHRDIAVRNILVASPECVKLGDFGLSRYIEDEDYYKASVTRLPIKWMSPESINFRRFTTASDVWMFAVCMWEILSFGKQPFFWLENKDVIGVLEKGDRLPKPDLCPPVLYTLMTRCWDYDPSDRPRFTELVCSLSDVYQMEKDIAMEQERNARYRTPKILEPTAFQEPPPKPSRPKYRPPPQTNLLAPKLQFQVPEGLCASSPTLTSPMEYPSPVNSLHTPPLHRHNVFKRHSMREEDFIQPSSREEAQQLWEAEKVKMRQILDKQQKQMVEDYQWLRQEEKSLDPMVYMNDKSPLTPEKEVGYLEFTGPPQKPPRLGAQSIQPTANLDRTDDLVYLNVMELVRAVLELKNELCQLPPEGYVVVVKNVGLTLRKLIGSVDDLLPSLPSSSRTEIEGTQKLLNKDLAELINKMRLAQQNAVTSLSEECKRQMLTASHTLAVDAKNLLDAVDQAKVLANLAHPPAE
# LYP act = LYP (human) phosphatase activation; Q9Y2R2; recombinant LYP, DiFMUP fluorescence; 0 = plate median, 100 = signal doubled; activation, % at 2 µM; 0.11% of 96,000 active; AID 697;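 active = activation at 2 µM above a set limit, the mean plus 5 SD, cut at about 37% in these data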
# F-actin modifier = modifiers of cytoskeleton assembly | AID 836 | inhibition, % at 2 µM | HUVEC TNFa F-actin phalloidin imaging, high content | 0.18% of 91,000 active;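 active = inhibition above the batch mean plus 3 SD and confirmed as a hit by visual image inspection, cut at about 30% in these data, passing the limit was not always enough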; also: strong numbers were not always called active
# ERa coact inh = blocks coactivator binding to human estrogen receptor alpha; AID 629; TR-FRET ER-alpha LBD / SRC-1 peptide, estradiol-bound; 1.7% of 86,000 active; inhibition, % at 25.6 µM; P03372; in the data active = inhibition above about 50%;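 also: 0% = receptor plus peptide control and 100% = peptide only without receptor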
# IL1B cytotox = HUVEC cytotoxicity counter-screen, IL-1B stimulated. HUVEC cell count loss, Hoechst imaging. 0.41% of 94,000 active. cell count reduction, % at 2 µM;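 active = cell count reduction more than 3 SD above the screen-wide mean, cut at about 70% in these data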;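 also: normalized per plate to untreated control cells as the no-loss baseline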
# HUVEC tox TNFa = toxic to HUVEC cells under TNF alpha stimulation; HUVEC TNFalpha-stimulated, Hoechst cell count, imaging; cell count reduction, % at 2 µM; 0.17% of 93,000 active; AID 848;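 active = cell count reduction exceeding the screen mean by over 5 SD, scaled to untreated wells per plate, cut at about 78% in these data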;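 also: cells counted after 24 h of TNF alpha exposure following the 1 h pretreatment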
# VCAM1 TNFa inh = reduces TNF alpha induced VCAM1 expression in HUVEC. inhibition, % at 2 µM. HUVEC TNFa-induced VCAM-1 immunofluorescence, high-content imaging. AID 802. 0.48% of 95,000 active;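 active = inhibition above the batch mean plus 3 SD, with images confirmed as a hit by eye, cut at about 37% in these data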;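 also: 0% = TNF-stimulated DMSO wells and 100% = unstimulated control wells; not every result past the cut was called active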
# FAK blocker = blocks human focal adhesion kinase activity; Q05397; biochemical FAK kinase activity assay; inhibition, %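 (tested at 7 µM)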; 0.84% of 97,000 active; AID 727; in the data active = inhibition above about 19%;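 also: 0% = DMSO and 100% = reference compound high control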
# The depositor's hits bear a star; x = not tested or not shown; [ ] = another dose, or the depositor's remark.
# Each structure is followed by: PTPN22 inh 2	PTK2B oligo ant	LYP act	F-actin modifier	ERa coact inh	IL1B cytotox	HUVEC tox TNFa	VCAM1 TNFa inh	FAK blocker
(1) COc1ccc2[nH]c(=O)c(CN(Cc3ccc(C)cc3)Cc3nnnn3CC3CCCO3)cc2c1 (configuration not stated)
→ -2	0.02	-1	49	11	-30	-16	-18	-4
(2) CC1=C(C(=O)OCC2CCCO2)C(c2ccncc2)C2=C(CCCC2=O)N1 (configuration not stated)
→ -5	-0.67	3	3	x	-3	-19	12	3
(3) OC1(c2ccc(OC(F)F)cc2)CSC(=Nc2cccnc2)N1C1CC1 (configuration not stated)
→ 12	0.16	-8	-17	-7	-8	-7	-4	-1
(4) O=C(Nc1cccnc1)Nc1ccccn1
→ 3	-0.43	0	-41	-9	2	-5	12	7
(5) O=C(O)c1ccccc1NC(=S)NC(NC(=O)c1ccccc1[N+](=O)[O-])C(Cl)(Cl)Cl (configuration not stated)
→ -2	-0.45	6	-20	x	-34	-31	-14	-4
(6) Cc1ccc(SCC(=O)NCCC2=CCCCC2)cc1
→ 6	-0.5	-7	-11	x	-19	-22	-22	-1
(7) O=C(CSc1nnc(Cc2ccccc2)n1C1CCCCC1)N1CCOCC1
→ 6	0.29	-3	20	x	2	-7	-2	-2
(8) COc1ccc(C2=NOC3(CC(=O)N(c4ccc(C)cc4)C3=O)C2)c(OC)c1 (configuration not stated)
→ 13	3.1	-14	-6	7	4	x	x	4
(9) CC(C)C(c1nnnn1Cc1ccc(F)cc1)N1CCN(C2CCCCC2)CC1 (configuration not stated)
→ 8	-0.21	-7	x	-7	x	x	x	0
(10) C=CCn1c(=O)c2c3c(sc2n2c(Nc4ccccc4)nnc12)CCCC3
→ 4	-3.7*	-3	-10	-3	9	10	-1	2
(11) CCC(=O)Nc1nnc(C)s1
→ -6	-1.5	5	0	-2	-14	-3	20	-2
(12) COC(=O)C1=C(N)Oc2cc(C)n(CCCn3ccnc3)c(=O)c2C1c1ccc(Cl)cc1 (configuration not stated)
→ -4	-2.2	2	33	-8	-8	-41	12	0
(13) CCCCCCOC(=O)C[N+](C)(C)CCOC1CC2CCC1(C)C2(C)C (configuration not stated)
→ 7	0.5	-2	-41	x	-12	-15	3	0
(14) COc1cc2[nH]c(=S)nc(NCCCOC(C)C)c2cc1OC
→ 2	1.1	-2	14	-7	4	-20	2	-4
(15) O=C(NCc1ccccn1)C1CCCN(S(=O)(=O)c2ccccc2)C1 (configuration not stated)
→ 10	0.93	-8	-9	30	42	8	9	0
(16) O=C(Nc1ccc(Cl)cc1)N1CCc2[nH]c3ccccc3c2C1
→ -2	-0.85	5	-15	6	-16	4	17	-2
(17) CCSC1=C(C#N)C(c2cccs2)C(C(=O)OC)=C(C)N1 (configuration not stated)
→ 1	-2.7	-2	-21	-4	28	4	7	18
(18) O=c1oc2ccc3ccccc3c2c2c1SC(C(F)(F)F)C2 (configuration not stated)
→ -14	-0.16	17	5	13	-20	-26	15	1
(19) O=C(CC12CC3CC(CC(C3)C1)C2)NCC(=O)N1CCc2ccccc2C1
→ -8	1.9	11	1	x	-12	-18	-1	5
(20) O=C(c1ccco1)N1CCN(C(=O)c2cc(-c3ccccc3)nc3ccccc23)CC1
→ 3	-0.19	-2	2	-3	-10	2	-8	-3
(21) Cc1nc(SC2CC(=O)N(c3ccc([N+](=O)[O-])cc3)C2=O)nc2c1CCCC2 (configuration not stated)
→ 1	0.21	1	-14	x	-11	-21	6	-3
(22) O=S(=O)(NCc1cccnc1)c1ccc(Br)s1
→ 3	0.87	-4	15	-5	-11	-14	11	-2
(23) c1ccc(C2COC(c3cccs3)=N2)cc1 (configuration not stated)
→ 9	0.48	-11	26	-4	-33	-8	15	-3
(24) CCCCOC(=O)CSc1nnc(-c2ccc(Cl)cc2Cl)o1
→ -6	2	4	4	1	-17	-18	14	-6
(25) COc1ccc(N2CCN(CC(=O)Nc3nnc(-c4ccccc4)s3)CC2)cc1
→ 7	0.67	-10	-12	-23	-30	-14	21	-1
(26) Fc1ccccc1C(c1nnnn1C1CCCC1)N1CCN(Cc2ccccc2)CC1 (configuration not stated)
→ -2	-0.29	4	-4	22[fluorescence artefact?]	88*	-2	19	0
(27) CC(=O)NC1=NC(=O)C(C)S1 (configuration not stated)
→ -11	-0.64	13	-5	-4	-16	2	8	-3
(28) CC(Oc1ccccc1)C(=O)Nc1cccc(-c2nc3ccccc3[nH]2)c1 (configuration not stated)
→ 4	-1.1	-1	5	x	-4	0	-3	-7
(29) O=C(NCCSc1ccccc1)c1ccccc1
→ -2	0.61	-2	-17	x	-33	6	-4	-2
(30) O=C(Cc1ccccc1)Nc1nnc(-c2ccco2)s1
→ 0	-0.48	-1	19	18	-27	-14	-3	-5
(31) CCOC(=O)N1CCN(S(=O)(=O)c2c(C)nn(C)c2C)CC1
→ 3	1.3	-4	60	-6	8	-18	-1	0
(32) O=C(Cc1c(O)c2ccccc2[nH]c1=O)NCc1ccccc1
→ -4	0.08	4	-5	-2	-8	9	1	-2
(33) Cc1ccccc1Cn1nc(C)c(NC(=O)c2cc(-c3cccs3)on2)c1C
→ 0	0.12	-3	7	x	3	80*	91*	4
(34) Clc1ccc(-c2cn3cccnc3n2)cc1Cl
→ -11	1.6	9	23	4	8	-25	-38	-1
(35) CCN(CC)S(=O)(=O)c1cc(C(=O)O)ccc1Cl
→ -1	1.1	1	-17	4	-2	5	28	1
(36) CCOc1ccc2cc(S(=O)(=O)N3CCN(C)CC3)ccc2c1
→ -4	-0.5	5	-2	-18	-12	-5	6	1
(37) Cc1nc2sc(C(c3cccc(F)c3)N3CCC(C)CC3)c(O)n2n1 (configuration not stated)
→ -13	-0.37	8	4	2	-36	3	-11	-1
(38) COC(=O)C1=C(C)N(c2ccc(Cl)c(Cl)c2)C(=O)C1
→ 11	-0.54	-11	-14	-36	-13	-11	-17	-1
(39) CCOCC(=O)Nc1cccc(Br)c1
→ 2	-0.13	2	-9	-8[fluorescence artefact?]	-19	-2	35	2
(40) CCOc1ccc(NC(=O)CCN2CCN(S(=O)(=O)c3ccc(Cl)cc3)CC2)cc1
→ 10	-0.62	-9	x	-10	-4	-4	4	0
(41) CCOC(=O)c1ccc(NC(=O)C2(c3ccccc3)CCOCC2)cc1
→ 2	-1.3	-3	10	5	38	2	15	-2
(42) Cc1cnc(NC(=O)C2CCCO2)s1 (configuration not stated)
→ 6	-1	-8	-14	-11	-1	0	-7	2
(43) Cc1ccc(C2CC(C(F)(F)F)n3ncc(C(=O)NCc4ccco4)c3N2)cc1 (configuration not stated)
→ -6	0.2	6	-7	-2	-7	-4	1	-6
(44) O=C(N/N=C/C=C/c1ccccc1)c1cccc(Br)c1
→ 0	0.07	-3	-5	-7	-18	-18	8	-1
(45) Clc1ccc(-c2nnsc2SCc2ccccc2)cc1
→ 4	-0.01	2	7	x	-2	-30	-2	-4
(46) Cn1ncc(Br)c1C(=O)Nc1c(F)c(F)cc(F)c1F
→ 0	-1.1	2	0	-10	-1	-38	4	-1
(47) CC(C)n1c(SCC(=O)Nc2nc3ccccc3s2)nc2c1c(=O)n(C)c(=O)n2C
→ -2	-3.7*	0	2	1[fluorescence artefact?]	6	0	-3	2
(48) O=C(Nc1ccc(F)cc1)N(CCCN1CCOCC1)Cc1cc2cc3c(cc2[nH]c1=O)OCCO3
→ -2	0.52	0	-3	-2	-1	18	-15	7
(49) CCN(CC)Cc1c(O)ccc2c(=O)c(Oc3ccccc3OC)coc12
→ 3	-0.68	2	-7	x	-4	-18	-22	-1
(50) CCOc1ccc(-c2nc3n(c(=O)c2C#N)CCCS3)cc1
→ -6	-0.41	5	-15	-7	-3	-1	14	1
(51) CCC(=O)Nc1ccc2oc(-c3ccccc3Br)nc2c1
→ 1	-2.5	-3	37	16	12	8	0	-1
(52) CNC(=S)NNC(=O)c1cccn(Cc2ccc(Cl)cc2Cl)c1=O
→ 54*	x	-53	-11	x	-4	-4	1	0
(53) CC1(C)CC(=O)C2=C(C1)Oc1nc3ccccc3cc1C2C(C#N)C#N (configuration not stated)
→ 4	0.55	-4	20	-18[fluorescence artefact?]	-19	-18	13	3
(54) Cc1nc2ccccc2n1C1CC(=O)N(Cc2ccccc2)C1=O (configuration not stated)
→ 0	0.39	4	-28	10[fluorescence artefact?]	-3	-20	11	3
(55) Cc1cc(C)cc(NS(=O)(=O)c2ccc3[nH]c(=O)[nH]c3c2)c1
→ 8	-1.2	-13	-12	-17	-21	-11	-6	-1
(56) CCOc1ccc(N=C2NC(=O)S/C2=C\c2ccc(OC)cc2)cc1
→ 16	-0.71	-14	17	67*	-39	-24	-20	19
(57) O=P(CCC(F)(F)F)(CCC(F)(F)F)CCC(F)(F)F
→ -11	1	10	14	3	6	-15	3	-1
(58) O=C(Nc1ccccc1)OCc1cc(-c2ccc(Cl)cc2)on1
→ 11	0.64	-8	6	x	26	10	-12	1
(59) O=C(NCc1ccncc1)Nc1ccccc1
→ -6	0.47	3	3	-2	23	-26	12	0
(60) CCCCN(C)C(=O)c1ccc(S(=O)(=O)N2CCOCC2)cc1
→ -17	-0.39	14	-11	x	-12	2	21	1
(61) Cc1cc(NC(=O)c2ccc(Br)c(S(=O)(=O)N3CCCC3)c2)no1
→ 4	0.47	-9	1	-1	-19	0	-12	-2

# By substructure: the entries above containing a Cl atom (eleven)
# Each structure is followed by: PTPN22 inh 2	PTK2B oligo ant	LYP act	F-actin modifier	ERa coact inh	IL1B cytotox	HUVEC tox TNFa	VCAM1 TNFa inh	FAK blocker
(5) O=C(O)c1ccccc1NC(=S)NC(NC(=O)c1ccccc1[N+](=O)[O-])C(Cl)(Cl)Cl (configuration not stated)
→ -2	-0.45	6	-20	x	-34	-31	-14	-4
(12) COC(=O)C1=C(N)Oc2cc(C)n(CCCn3ccnc3)c(=O)c2C1c1ccc(Cl)cc1 (configuration not stated)
→ -4	-2.2	2	33	-8	-8	-41	12	0
(16) O=C(Nc1ccc(Cl)cc1)N1CCc2[nH]c3ccccc3c2C1
→ -2	-0.85	5	-15	6	-16	4	17	-2
(24) CCCCOC(=O)CSc1nnc(-c2ccc(Cl)cc2Cl)o1
→ -6	2	4	4	1	-17	-18	14	-6
(34) Clc1ccc(-c2cn3cccnc3n2)cc1Cl
→ -11	1.6	9	23	4	8	-25	-38	-1
(35) CCN(CC)S(=O)(=O)c1cc(C(=O)O)ccc1Cl
→ -1	1.1	1	-17	4	-2	5	28	1
(38) COC(=O)C1=C(C)N(c2ccc(Cl)c(Cl)c2)C(=O)C1
→ 11	-0.54	-11	-14	-36	-13	-11	-17	-1
(40) CCOc1ccc(NC(=O)CCN2CCN(S(=O)(=O)c3ccc(Cl)cc3)CC2)cc1
→ 10	-0.62	-9	x	-10	-4	-4	4	0
(45) Clc1ccc(-c2nnsc2SCc2ccccc2)cc1
→ 4	-0.01	2	7	x	-2	-30	-2	-4
(52) CNC(=S)NNC(=O)c1cccn(Cc2ccc(Cl)cc2Cl)c1=O
→ 54*	x	-53	-11	x	-4	-4	1	0
(58) O=C(Nc1ccccc1)OCc1cc(-c2ccc(Cl)cc2)on1
→ 11	0.64	-8	6	x	26	10	-12	1
